High-throughput results as filed in PubChem.
RECQ1 helicase – qHTS Assay for Inhibitors of RecQ-Like Dna Helicase 1 (RECQ1); ATP-dependent DNA helicase Q1 (Homo sapiens), P46063; RECQ1 DNA unwinding, red fluorescence kinetic read; Potency, µM (series often up to 57.3 µM), without a hit: at the highest dose activity, negative = inhibition, usual class: inhibitors; 240,000 compounds, 0.54% hits;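 further: plate controls were vehicle for no effect and no enzyme for full effect; nearly all actives have a fitted effect of over 30% in size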
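RECQ1T1 50 nM; forked duplex (20 bp + 30-nt ss tails) 200 nM, ATP 2 mM final; pH 8.0, 2 mM MgCl2, 2.5 ug/ml poly(dI-dC); 15 min compound preincubation; discontinuous kinetic read over 2 h at RT.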
IMPase Li cell – qHTS Assay for Identifying the Cell-Membrane Permeable IMPase Inhibitors: Potentiation with Lithium; AID 1457, 2008; CHO-M1 cells, IP1 TR-FRET (IP-One), carbachol + lithium; Potency, µM (series often up to 59.4 µM), for the others: at the highest dose activity, negative = IMPase inhibition, most hits filed as inhibitors; 210,000 compounds, 0.35% hits;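 further: IP1 builds up when IMPase is blocked and the TR-FRET signal falls; plate controls were basal vehicle for no effect and high inhibitor control for full effect; nearly all actives have a fitted effect of over 50% in size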
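Concentration–response in CHO-M1 cells, lithium-potentiated; 30 min at 37C. IP1 detected by competitive TR-FRET after 10 min lysis at RT. Hill-fitted AC50.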
SMN2 splice enh – qHTS Assay for Enhancers of SMN2 Splice Variant Expression. HEK293 SMN2-luciferase splicing reporter, luminescence, 30-36 h. Potency, µM (series often up to 46.1 µM), for the others: at the top dose activity change, positive = activation, usual class: activators. 210,000 compounds, 2.8% hits; further: % of control where 0% means no effect; nearly all actives have a fitted effect of over 55% in size
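qHTS luciferase splicing reporter: luminescence rises when SMN2 exon 7 is included in transfected HEK293 cells. Compound exposure lasted 30-36 h at 37C, with 4.5 mM final sodium butyrate as control, followed by a ONE-Glo read.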
KDM4E inh – qHTS Assay for Inhibitors of Human Jumonji Domain Containing 2E (JMJD2E). Lysine-specific demethylase 4E (Homo sapiens), B2RXH2. JMJD2E catalytic domain, FDH-coupled NADH fluorescence (FDH is formaldehyde dehydrogenase). Potency, µM (series often up to 57.1 µM), for the others: top-dose activity change, negative = inhibition, actives largely listed as inhibitors. 230,000 compounds, 1.6% hits. AID 2147, 2009; active means well fitted inhibition curve with a large enough effect, not every such curve was filed as active; inconclusive means small, poorly fitted or top-dose-only effect, or another doubt; inactive means no such curve, though single readings can be large or run the other way;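 further: 0% = wells with enzyme and -100% = buffer wells without enzyme; nearly all actives have a fitted effect of over 50% in size; many of its hits are not listed in these tables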
Target sequence (B2RXH2 1-337 limits assumed): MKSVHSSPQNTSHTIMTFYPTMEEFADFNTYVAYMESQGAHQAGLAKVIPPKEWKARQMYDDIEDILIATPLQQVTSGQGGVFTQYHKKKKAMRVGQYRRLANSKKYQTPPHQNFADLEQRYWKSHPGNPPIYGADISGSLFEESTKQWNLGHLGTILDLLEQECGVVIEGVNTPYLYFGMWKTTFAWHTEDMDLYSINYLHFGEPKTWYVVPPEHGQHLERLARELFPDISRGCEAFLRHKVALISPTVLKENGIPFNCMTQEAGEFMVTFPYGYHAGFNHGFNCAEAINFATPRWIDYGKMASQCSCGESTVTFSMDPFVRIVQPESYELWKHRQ
NPSR antagonist – qHTS Assay for Antagonists of the Neuropeptide S Receptor: cAMP Signal Transduction; CHO-NPSR cells, cAMP TR-FRET, antagonist mode; Potency, µM (series often up to 38.3 µM), for inactives: top-dose activity change, negative = inhibition, usual class: inhibitors; Q6W5P4; 220,000 compounds, 1% hits; further: on the % scale 0 is the no-effect control and ±100 the full control effect; nearly all actives have a fitted effect of over 50% in size; many of its hits are not listed in these tables
Target sequence (Q6W5P4 whole entry, looked up): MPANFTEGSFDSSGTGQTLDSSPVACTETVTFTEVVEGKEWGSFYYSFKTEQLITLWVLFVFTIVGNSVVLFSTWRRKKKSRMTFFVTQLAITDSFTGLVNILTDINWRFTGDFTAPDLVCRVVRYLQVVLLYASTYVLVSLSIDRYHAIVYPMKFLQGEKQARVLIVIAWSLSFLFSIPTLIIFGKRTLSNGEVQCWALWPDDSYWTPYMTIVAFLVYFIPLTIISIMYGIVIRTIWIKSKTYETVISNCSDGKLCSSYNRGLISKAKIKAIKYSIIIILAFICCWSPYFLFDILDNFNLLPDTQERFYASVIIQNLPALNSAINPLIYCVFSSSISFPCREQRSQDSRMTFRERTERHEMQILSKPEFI
RGS12 GoLoco inh – qHTS Assay for Inhibitors of RGS12 GoLoco Motif Activity (Red Fluorophore). Potency, µM (highest dose often 61.6 µM), for the others: top-dose activity, negative = inhibition, actives largely listed as inhibitors. Gai1:RGS12 GoLoco peptide FP, rhodamine, 10 min. 230,000 compounds, 0.44% hits; active means well fitted inhibition curve with a large enough effect, not every such curve was filed as active; inactive means no such curve, though single readings can be large or run the other way; further: on the % scale 0 is the no-effect control and ±100 the full control effect; nearly all actives have a fitted effect of over 30% in size; many of its hits are not listed in these tables
Target sequence (P63096 whole entry, looked up): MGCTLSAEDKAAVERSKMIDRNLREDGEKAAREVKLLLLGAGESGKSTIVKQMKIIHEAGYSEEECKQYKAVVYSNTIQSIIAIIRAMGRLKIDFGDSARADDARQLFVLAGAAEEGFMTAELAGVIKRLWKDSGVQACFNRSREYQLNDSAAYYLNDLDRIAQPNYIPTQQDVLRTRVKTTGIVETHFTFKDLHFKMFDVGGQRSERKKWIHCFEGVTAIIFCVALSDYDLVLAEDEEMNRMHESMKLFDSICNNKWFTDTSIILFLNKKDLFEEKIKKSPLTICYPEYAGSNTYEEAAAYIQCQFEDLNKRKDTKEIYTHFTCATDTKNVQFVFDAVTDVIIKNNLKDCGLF
Epigenetic reg – Quantitative High-Throughput Screen for Regulators of Epigenetic Control; murine LDR cells, GFP reporter derepression, 30 h; Potency, µM (top dose mostly 53.9 µM), for inactives: at the highest dose GFP activation, usual class: activators; 280,000 compounds, 0.2% hits; AID 1865, 2009; further: % of control where 0% means no effect; nearly all actives have a fitted effect of over 60% in size
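Murine LDR cells carrying a silenced, genomically integrated CMV-driven GFP reporter were exposed to compound for 30 hours at 37 C. After PBS washes, GFP-positive cells (20–120 um objects) were counted by laser-scanning microplate cytometry.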
Luc counter – Counterscreen for Luciferase (Kinase-Glo TM) Inhibition | Luciferin 4-monooxygenase (Photuris pensylvanica), Q27757 | Kinase-Glo luciferase, ATP luminescence, 8 min | Potency, µM (series often up to 38.3 µM), inactives show at the highest dose activity change, negative = inhibition, hits mostly inhibitors | 200,000 compounds, 0.28% hits | AID 1379, 2008; further: on the % scale 0 is the no-effect control and ±100 the full control effect; nearly all actives have a fitted effect of over 60% in size
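Recombinant Kinase-Glo luciferase, 10 uM ATP (linear range), luciferin; imidazole pH 7.2 / KCl / MgCl2 / Tween / BSA buffer; 8 min RT; luminescence.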
Active calls of the source: *; i = inactive; ? = inconclusive; . = no result given; [ ] = dose if it differs, or a comment. Unless noted, the call rests on the fitted dose curve; in most records, active means well fitted curve in the direction sought with a large enough effect; inconclusive means small, poorly fitted or top-dose-only effect, or another doubt; inactive means no such curve, though single readings can be large; an effect the other way counts as inactive or inconclusive. Potency means the concentration at half of the fitted maximal effect. Not all compounds are listed, so the mix of outcomes need not match the whole.

Below each compound – RECQ1 helicase, KDM4E inh, NPSR antagonist, IMPase Li cell, Epigenetic reg, SMN2 splice enh, RGS12 GoLoco inh, Luc counter
Cc1ccc(-c2nn(-c3ccccc3)cc2NC(=O)c2ccccc2)cc1
  -19%, ?, -48%, -1%, -2.3%, 19%, 15%, -1%
COc1ccc(OC(=O)c2cccc(S(=O)(=O)N3CCCC3)c2)cc1
  -17%, -5%, ?, 18%[38.3 µM], -1.1%, 17%, -8%, 2%
C(=C\c1ccco1)/C=N/n1cnnc1
  -11%, 14µM*, -4%[46.1 µM], 15%[38.3 µM], -0.9%, -5%, -35%, -2%
COc1ccc(OC)c(Nc2nc(=O)c3cccnc3s2)c1
  -10%, -4%, -11%, 7%, 7.1%, 3%, 25µM*, 11µM*
CCOC(=O)C(C)n1cnc2c(nnn2-c2ccc(C)cc2)c1=O (stereo unspecified)
  -15%, 4%, 1%[46.1 µM], -9%[38.3 µM], 4.4%, -16%, -1%, -4%
CCOC(=O)c1[nH]c(C)c(C(=O)Nc2cc(Cl)ccc2C)c1C
  -7%, 7%, 18%[46.1 µM], 35%[38.3 µM], 0.0%, 17%, 12%, 0%
Cc1nnc(SCC(=O)N2CC(=O)Nc3ccccc32)n1C
  i, -2%, -4%[46.1 µM], 15%[38.3 µM], -0.3%, -4%, 10%, -4%
O=C(OCc1cccc(F)c1)c1ccc2c(c1)-c1ccccc1C2=O
  7%, ?, -21%[46.1 µM], 24%[38.3 µM], 0.0%, -3%, 9%, -5%
N#C/C(=C\c1ccco1)C(=O)NCC1CCCO1 (stereo unspecified)
  -4%, -6%, 4%, 2%, 0.0%, 2%[1.84 µM], 10%, -3%
O=C(Nc1ccc(S(=O)(=O)Nc2nccs2)cc1)c1cc(-c2ccccc2Cl)nc2ccccc12
  ?, 10%, -25%[46.1 µM], 0%[38.3 µM], -1.2%, 3%, 9%, 0%
CCc1ccc(C(C)NC(=O)c2cc(C)oc2C)cc1 (stereo unspecified)
  -2%, 10%, -5%[46.1 µM], 16%[38.3 µM], 0.0%, -6%, -9%, 0%
C/C(=N\NC(=O)c1cccc(Cl)c1)c1cccc(NC(=O)C(C)C)c1
  7%, -1%, 3%[46.1 µM], -7%[38.3 µM], -1.1%, -9%, -7%, -5%
CCOC(=O)c1c(C)oc2c(CN3CCN(C)CC3)c(Br)c(OC)c(O)c12
  8%, -2%, -6%[46.1 µM], 12%[38.3 µM], 0.0%, -28%, -4%, 0%
Oc1c(Br)cc(Br)cc1/C=N/NC(=S)N[C@H]1CC2C=CC1C2 (stereo partly specified)
  -24%, 8.9µM*, ?, ., ?, ., -10%, .
O=c1cc(CSc2ccc(Cl)cc2)nc(N2CCOCC2)[nH]1
  14%, -5%, 8%[46.1 µM], 24%[38.3 µM], -1.0%, 3%, 4%, 2%
Cc1ccccc1C(=O)NC(=S)N(C)CCc1ccccn1
  -9%, -2%, 5%, 1%, -0.2%, 2%, 2%, -4%
CC(C)n1c(CCCO)nc2ccccc21
  i, 0%, -7%[46.1 µM], -10%[38.3 µM], -1.6%, 0%, 0%, -2%
COC(=O)Cc1ccc(NC(=S)Nc2ccccn2)cc1
  -1%, -3%, 6%, 10%, 0.1%, ., 12%, 2%
Cc1ccc(CC(=O)Nc2cccc([N+](=O)[O-])c2)cc1
  i, 8%, -5%, 6%, -7.7%, 1%, -7%, -1%
O=C(Nc1nc(-c2ccc(Cl)cc2Cl)cs1)c1ccc(OCC2CCCO2)cc1 (stereo unspecified)
  -3%, ?, -24%, 10%, 0.0%, -90%[inhibitor], 36%[activator], -1%
COC(=O)N/N=C/c1cn(Cc2c(Cl)cccc2Cl)c2ccccc12
  -11%, 4%, -15%, 2%, -0.5%, -17%, 2%, -2%
CCOc1ccc(OCCC(=O)Nc2ccc(F)cc2C)cc1
  -1%, 9%, -2%, 18%, -0.1%, -26%, -5%, 2%
Cc1noc(C)c1C(=O)N1CCC[C@@]2(CCN(C(=O)NC(C)C)C2)C1
  -5%, ., ., -4%, ., -2%, -2%, 0%
COc1cccc(/C=N/Nc2nccnc2Cl)c1O
  i, ?, -3%, 13%, 0.9%, -66%[inhibitor], 17%, 11µM*
CC1CCCCN1C(=O)N[C@@H](Cc1ccccc1)C(=O)O (stereo partly specified)
  -1%, -5%, -10%[7.67 µM], -21%[38.3 µM], -0.4%, 2%, 7%, -1%
Cc1noc(C)c1COC(=O)c1ccccc1Oc1ccccc1
  -3%, 9%, -18%[46.1 µM], 20%, 0.0%, -13%, -8%, -2%
O=C(CCS(=O)(=O)c1ccccc1)Nc1ccccc1-c1nc2ccccc2s1
  -5%, 12%, -15%, -12%, 3.0%, -32%[inhibitor], 4%, 4%
Cc1nn(C)c(C)c1/C=C/C(=O)c1ccc(Cl)cc1Cl
  -7%, -19%, -2%, 11%, 2.2%, -92%[inhibitor], 8%, 2%
O=C(NCC1c2ccccc2CCN1C(=O)CN1C(=O)c2ccccc2C1=O)C1CCCCC1 (stereo unspecified)
  -14%, 7%, -22%[46.1 µM], 25%[38.3 µM], 0.7%, 6%, -2%, 1%
S=C(Nc1cccc(Cl)c1Cl)N1CCC2(CC1)OCCO2
  i, 2%, -2%, 11%, -0.4%, 15%, 4%, 0%

Two compounds drawn at random from those above:
Below each compound – RECQ1 helicase, KDM4E inh, NPSR antagonist, IMPase Li cell, Epigenetic reg, SMN2 splice enh, RGS12 GoLoco inh, Luc counter
COc1ccc(OC(=O)c2cccc(S(=O)(=O)N3CCCC3)c2)cc1
  -17%, -5%, ?, 18%[38.3 µM], -1.1%, 17%, -8%, 2%
CC(C)n1c(CCCO)nc2ccccc21
  i, 0%, -7%[46.1 µM], -10%[38.3 µM], -1.6%, 0%, 0%, -2%

Further records follow.
Below each compound – RECQ1 helicase, KDM4E inh, NPSR antagonist, IMPase Li cell, Epigenetic reg, SMN2 splice enh, RGS12 GoLoco inh, Luc counter
Cc1ccc2nc(NC(=O)CSc3nnc(C)c(=O)n3N)sc2c1
  1%, 6%, 9%, -19%, -1.3%, ?, -1%, -4%
CC1Cc2ccccc2N1C(=O)c1ccc(N2CCCC2)c([N+](=O)[O-])c1 (stereo unspecified)
  -1%, 5%, -23%, 16%, 0.0%, -35%[inhibitor], 10%, 0%
CCCCc1cc(=O)oc2cc(C)c(CN3CCCC3)c(O)c12
  13µM*, ?, -8%[46.1 µM], 13%[38.3 µM], 4.2%, -2%, 87%[activator], -1%
CCCn1c(CN(Cc2ccccc2)Cc2ccccc2)nc2c1c(=O)n(C)c(=O)n2C
  -5%, 0%, ?, ?, 0.0%, -21%, 5%, -3%
O=C(COC(=O)c1cccc(C(F)(F)F)c1)NCc1ccccc1
  -1%, -1%, 6%, -6%, -1.0%, -5%, 2%, -6%
O=C1CC(c2cccc(F)c2)SC(N(c2ccccc2)c2ccccc2)=N1 (stereo unspecified)
  -6%, -4%, -28%[46.1 µM], 13%[38.3 µM], -1.2%, 22%, 5%, 2%
CCOC(=O)c1c(-c2ccc(F)cc2)csc1NC(=O)CCN1CCOCC1
  -1%, 25µM*, -23%[46.1 µM], ., -0.9%, ., ., .
O=C(CSc1ccsc1[N+](=O)[O-])N1CCCCCC1
  i, -9%, -5%, 6%, 1.0%, -21%, 5%, -2%
COc1cccc(C2(O)CCN(C(=O)Cc3cccnc3)CC2)c1
  -1%, 0%, 0%[46.1 µM], -26%[38.3 µM], 13%, -4%, -15%, -3%
Nc1nnc(C2CCCC2)s1
  -13%, 2%, -12%[46.1 µM], 3%[38.3 µM], -1.6%, -19%, 2%, -2%
Cc1cc(=O)oc(C)c1C(=O)Nc1cccc2nonc12
  -3%, -4%, 6%[46.1 µM], -18%[38.3 µM], -1.1%, -5%, -5%, -5%
CCOC(=O)c1cnc(SCC(=O)Nc2ccc(NC(=O)CC)c(OC)c2)nc1N
  -3%, 0%, -12%[46.1 µM], 2%, -4.5%, -2%, -3%, -2%
CC(=O)c1cccc(N2C(=O)C3C4CCC(C4=C(C)C)C3C2=O)c1 (stereo unspecified)
  -7%, -3%, 13%, 2%, 2.1%, 1%, -9%, -1%
Cc1cccc(OCCCCc2c(C)n[nH]c2C)c1C
  i, -5%, -10%[46.1 µM], 51%[activator][38.3 µM], 0.0%, -57%[inhibitor], 0%, 2%
CCn1c(NCc2ccco2)nc2ccccc21
  -13%, -5%, 7%, 2%, 0.0%, -5%, 4%, -2%
CSc1ncc(F)c(N(CCO)CCO)n1
  -8%, 12%, 10%, -5%, -0.9%, 11%, 16%, -1%
COC(=O)NC(c1ccccc1)c1c[nH]c2ccc(OC)cc12 (stereo unspecified)
  16%, -5%, ., 2%, -0.1%, -2%, -3%, 0%
CC(C)NC(=O)c1ccc(C(C)C)cc1
  -16%, -6%, 0%, ., 2.1%, ., 6%, .
O=C(CN1CCN(C(=O)c2ccco2)CC1)Nc1ccc2c(c1)OCCO2
  -1%, -1%, 10%[46.1 µM], -10%[38.3 µM], -2.1%, -20%, 4%, -1%
CC(Nc1ccccc1)c1ccncc1 (stereo unspecified)
  i, -5%, -4%, 12%, 4.6%, -17%, 12%, 4%
O=C(CCOc1ccccc1)Nc1ccccc1
  -11%, -8%, -14%[46.1 µM], -17%[38.3 µM], 0.0%, -8%, -10%, 6%
Cn1c(=O)c2[nH]c(N3CCN(c4ccccc4)CC3)nc2n(C)c1=O
  -6%, 12%, 17%, 3%, 0.9%, 20%, -40%, -3%
COC(=O)c1ccccc1NC(=O)NC1CCC(C)CC1 (stereo unspecified)
  i, ?, 18%, 8%, 1.8%, ., 12%, 1%
CCN(Cc1ccccc1)S(=O)(=O)c1cc(C(=O)NCCCN(C)C)ccc1OC
  i, 7%, -6%, 18%, -1.4%, 2%, 10%, -2%
